Assay outcomes from PubChem.
Htt clearance = mutant huntingtin protein clearance | HeLa Exon1htt(103Q)mCFP, aggregate imaging; zero = plate's median compound well | inhibition, % at 1.5 µM | 47,000 compounds, 0.42% hits | AID 853;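 active = inhibition of aggregate fluorescence above about 70%, also judged a hit by eye on the cell image, limit read from the data, passing the limit was not always enough; inconclusive = no rule stated for this call; inactive = not judged a hit on image review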;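 also: cells exposed to compound for three days before fixation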
Htt clearance grain fraction = recorded beside Htt clearance, whose call it bears; fraction fluorescence in grains; measured here: aggregate grain fluorescence fraction; hits give low values;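 scaled fraction of total cell fluorescence in grains with unit not stated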
The depositor's hits bear a star; ? = inconclusive; . = no result given; & = joins results of further samples. Only part of the results is shown; count on the stated rates, not on these rows.

Results follow in this order: Htt clearance | Htt clearance grain fraction
- CCn1c(SCC(=O)N2CCN(c3ccc(Cl)cc3)CC2)nc2ccccc2c1=O
→ 11 | 17
- Cc1ccc(C(NC(=O)N2CCOCC2)=C(Cl)Cl)cc1F
→ 20 | 29
- Cc1ccc(S(=O)(=O)/N=C(\CN2CCOCC2)N2CCCC2)cc1
→ 23 | 29
- COc1ccc(CN(Cc2ccc(OC)cc2)S(=O)(=O)c2ccc(-n3cnnn3)c(C)c2)cc1
→ 6 | 17
- CCC1Oc2ccc(C)cc2N(CC(=O)N(Cc2ccc(C)o2)C2CCCC2)C1=O (stereo not drawn)
→ -28 | 25
- CC(C)CN1C(=S)SC(C)(C)C1n1oc(=O)n(-c2ccc(Cl)cc2)c1=O (stereo not drawn)
→ -43 | 28
- Clc1cc2nc3ccccn3c2cc1Cl
→ -7 | 41
- Cc1ccc(S(=O)(=O)/C(C#N)=C/c2c(N3CC(C)OC(C)C3)nc3ccccn3c2=O)cc1 (stereo not drawn)
→ 27 | 29
- CCCCN(C(=O)Nc1ccc(OCC)cc1)C1CCN(C(C)=O)CC1
→ -48 | 64
- Cc1cc(NC(=O)c2cccc(COc3ccc(Br)cc3)c2)no1
→ 6 | 31
- Cc1ccc(C(=O)NCc2ccco2)cc1[N+](=O)[O-]
→ 40 | 23
- CCOC(=O)Cc1nnc2c(Nc3ccccc3F)nc3nonc3n12
→ 32 | 12
- Cc1ccc(CN2CCN(CC(=O)NCCCN3CCN(c4ccc(F)cc4)CC3)C2=O)cc1
→ -7 | 46
- COC(=O)C1=C(NC(=O)c2cccc(OC)c2)CCS1
→ 58 | 15
- COc1ccc(-c2nc(CS(=O)CC(=O)NCc3ccco3)c(C)o2)cc1 (stereo not drawn)
→ -73 | 81
- Cc1ccccc1CSc1nnc(-c2cccnc2)n1N
→ 27 | 24
- COc1ccc(N2C(=O)CC2(/C=C/c2ccccc2OC)C(=O)NC2CCCC2)cc1 (stereo not drawn)
→ -23 | 24
- Cc1ccc(NC(=O)CN(C)S(=O)(=O)c2cccc3nsnc23)cc1C
→ 9 | 35
- O=C(Nc1ccccc1)NC1CCN(Cc2nnnn2C2CCCCC2)CC1
→ 48 | 18
- COC(=O)c1ccccc1NC(=O)c1ccccc1OC
→ -34 | 51
- CCN1CCN(c2ncc3c(n2)CC(c2cc(OC)c(OC)c(OC)c2)CC3=O)CC1 (stereo not drawn)
→ -21 | 52
- CCCn1c(CCC(=O)O)ccc1-c1ccc(F)cc1
→ -78 | 34
- O=C(O)c1cccnc1NC1CCCC1
→ -9 | 19
- CC1Cc2cc(C3(O)C(=O)c4ccccc4C3=O)ccc2N1 (stereo not drawn)
→ -5 | 30
- CC(C)C(NC(=O)c1ccc(C(C)(C)C)cc1)C(=O)NC1=NCCS1 (stereo not drawn)
→ -18 | 23
- COc1ccc(-n2nc3cc(C)c(NC(=O)C(C)C)cc3n2)cc1
→ -13 | 40
- O=C(Cc1ccc(Br)cc1)c1ccc(O)cc1O
→ 3 | 20
- O=C(NC1CCCCC1)C(c1ccc(O)cc1)N(CC1CCCO1)C(=O)C1COc2ccccc2O1 (stereo not drawn)
→ 15 | 15
- O=C(CCc1ccccc1)NC(NC(=S)Nc1cccc(Cl)c1)C(Cl)(Cl)Cl (stereo not drawn)
→ 38 | 13
- CCN(CC)S(=O)(=O)c1ccc2oc(C(=O)NCc3ccc(C)cc3)c(C)c2c1
→ -52 | 49
- O=C(Nc1ccc2c(c1)OCO2)c1nn(-c2ccccc2)c(=O)c2ccccc12
→ ? | .
- CCCCNC1CCS(=O)(=O)C1 (stereo not drawn)
→ -52 | 30
- CSc1nc2ccc(S(=O)(=O)N3CCc4ccccc43)cc2s1
→ -6 | 18
- COc1ccc(C2C(C(C)=O)=C(O)C(=O)N2c2cccnc2)c(OC)c1 (stereo not drawn)
→ -4 | 23
- Cn1nnc2cc(C(=O)N3CCCCCC3)ccc21
→ 17 | 15
- CC1CCc2nc(NC(=O)CCSc3ccccc3)sc2C1 (stereo not drawn)
→ -18 | 56
- CCOC(=O)CN1C(=O)C(CC)Oc2ccc(Cl)cc21 (stereo not drawn)
→ -11 | 37
- O=C(NCc1ccc2[nH]c3c(c2c1)CCCC3)N1CCOCC1
→ -201 | 118
- CCN(CC)S(=O)(=O)c1cc(C(=O)Nc2ccncc2)ccc1Cl
→ 21 | 16
- CC(=O)Nc1ccc(S(=O)(=O)NCCSCc2ccco2)cc1
→ 22 | 14
- COc1ccc(N=C2SC(C(=O)O)CC(=O)N2Cc2ccc(OC)c(OC)c2)cc1 (stereo not drawn)
→ 1 | 19
- Cc1ccc(-n2sc3ccccc3c2=O)cc1S(=O)(=O)N1CCCCC1
→ -40 | 26
- CCOC(=O)c1c(NC(=O)CSc2nnnn2C)sc(C)c1C
→ 20 | 17
- COc1ccc(NC(=O)C2C3C=CC(O3)C2C(=O)NCc2cccnc2)cc1 (stereo not drawn)
→ -41 | 57
- Cc1nc(N2CCN(c3ccccc3)CC2)nc2c1C(=O)CC(c1ccccc1)C2 (stereo not drawn)
→ 4 | 30
- CC(=O)c1nc(N2C(=O)C3CC=C(C)CC3C2=O)sc1C (stereo not drawn)
→ -10 | 20
- COC(=O)c1ccc(CSc2nc3ccccc3c(=O)n2CC(C)C)o1
→ 24 | 30
- Cc1nc2sc(C(c3ccccc3)N3CCN(C(=O)c4ccco4)CC3)c(O)n2n1 (stereo not drawn)
→ 2 | 19
- CCOc1cc(C2/C(=C(/O)c3ccc(OC(C)C)cc3)C(=O)C(=O)N2CCCOC)ccc1O (stereo not drawn)
→ -64 | 32
- O=C(OCC#CCSc1nnc(-c2ccncc2)o1)c1cccs1
→ -15 | 19

(cont.)
Results follow in this order: Htt clearance | Htt clearance grain fraction
- COc1ccc(CNC(=O)C2CCC(CNS(=O)(=O)c3cccc4nsnc34)CC2)cc1 (stereo not drawn)
→ 10 | 42
- Cc1ccc(-c2nn3c(C)nnc3s2)cc1N
→ 12 | 17
- O=C(NC1=NCCS1)c1cc2ccccc2o1
→ 2 | 20
- Cc1ccc(NC(=O)c2ccc(Cn3cc(Br)cn3)o2)cc1
→ 3 | 17
- COc1ccc(NC2=C(C)C(=O)CC2)cc1
→ -32 | 45
- Cc1nc(NC(=O)C2CC3CCCC(C2)C3=O)sc1C (stereo not drawn)
→ -48 | 26
- Cc1csc(NC(=O)C2CCCO2)n1 (stereo not drawn)
→ -20 | 23
- O=C1CN(c2nnnn2-c2ccccc2)CCN1
→ 7 | 29
- COCCN1C(=O)c2oc3cc(C)c(C)cc3c(=O)c2C1c1cccc(O)c1 (stereo not drawn)
→ -8 | 21
- C=CCn1c(SCc2nc3ccccc3nc2C)nnc1-c1ccoc1C
→ -32 | 26
- CC(C)(C)c1cc(NC(=O)C2CCCO2)no1 (stereo not drawn)
→ 0 | 19
- c1ccc(-n2nnc3ccccc32)nc1
→ -21 | 45
- O=C(Nc1cccc(Cl)c1)O/N=C\c1ccncc1
→ -12 | 43
- O=C1C2CC=C(Cl)CC2C(=O)N1CCN1CCOCC1 (stereo not drawn)
→ 14 | 14
- c1ccc(-c2nc3cnccn3c2Nc2ccc3c(c2)OCCO3)cc1
→ -7 | 17
- COc1ccccc1OCC(=O)O
→ 7&-30 | 31&26
- CCc1nc(SCC(=O)Nc2ccc(C(=O)O)cc2)n[nH]1
→ -2 | 36
- CCOC(=O)CSc1nnc(-c2cccnc2)o1
→ -3 | 18
- CC(=O)N1CCc2cc(Br)cc(S(=O)(=O)N3CCCCCC3)c21
→ -23 | 49
- COc1ccccc1-n1c(CNC(=O)COc2ccccc2)n[nH]c1=S
→ 17 | 19
- CC(=NCCCNC1CCCCC1)C1=C(O)CC(C)(C)CC1=O
→ -14 | 19
- CCCCN(C)C(=O)c1sc2ncn(CC)c(=O)c2c1C
→ -7 | 23
- CCOC(=O)c1cn2cccnc2n1
→ -15 | 23
- CCOC(=O)c1cc2c(C)n(-c3ccc(OCC)cc3)c(C)c2ccc1=O
→ -58 | 61
- O=C(OCCCCN1C(=O)c2ccccc2C1=O)c1n[nH]c2ccccc12
→ 18 | 30
- O=C1c2oc3ccc(Br)cc3c(=O)c2C(c2cccc(F)c2)N1CCO (stereo not drawn)
→ -41 | 48
- CCN(CC)S(=O)(=O)c1ccc(NC(=O)CN(c2cccc(F)c2)S(C)(=O)=O)cc1
→ -44 | 24
- Cc1ccc(-c2[nH]c(=O)n3ccncc23)s1
→ 26 | 23
- COc1ccc(CCNc2oc(COc3ccc(F)cc3)nc2C#N)cc1
→ 15 | 16
- COC(=O)C1=CN(C(C)C)C=C(C(=O)OC)C1c1cc2c(cc1Br)OCO2
→ -29 | 25

Record cards (already shown). Values in the order: Htt clearance	Htt clearance grain fraction
COc1ccc(CCNc2oc(COc3ccc(F)cc3)nc2C#N)cc1 reads 15	16
O=C1c2oc3ccc(Br)cc3c(=O)c2C(c2cccc(F)c2)N1CCO (stereo not drawn) reads -41	48
CCOC(=O)c1cn2cccnc2n1 reads -15	23
CC(=NCCCNC1CCCCC1)C1=C(O)CC(C)(C)CC1=O reads -14	19
Cc1ccc(-c2[nH]c(=O)n3ccncc23)s1 reads 26	23

The results go on:
Results follow in this order: Htt clearance | Htt clearance grain fraction
- COC(=O)COc1ccc(C(=O)OC)cc1
→ 3 | 16
- COc1ccc(C(=O)NCc2cccnc2)cc1S(=O)(=O)N1CCOCC1
→ 15 | 14
- COC(=O)c1ccccc1NC(=O)Cn1cc(Br)cn1
→ -16 | 20
- O=c1cc(N2CCC3(CC2)OCCO3)[nH]c(=O)n1-c1ccc(Br)cc1
→ -34 | 26
- CCN(CC)CCn1c2ccccc2c2nc(C)sc21
→ 42 | 11
- COC(=O)C1=C(C)N(C2CCCC2)C(=O)C1(NC(C)=O)C(F)(F)F (stereo not drawn)
→ -88 | 36
- CC(C)n1c(-c2ccc(N(C)C)cc2)nc2ccccc21
→ 24 | 15
- Cc1cc(C(=O)COC(=O)CCCN2C(=O)c3ccccc3C2=O)c(C)n1C
→ -28 | 38
- O=C(NCc1ccccc1)NC1(C(=O)N2CCN(c3ccccc3)CC2)CCCCC1
→ 24 | 22
- Cc1nnc(C)n1/N=C/c1cccn1C
→ -4 | 19
- c1ccc(N2CCN(c3nnc(Cc4cccnc4)c4ccccc34)CC2)nc1
→ 24 | 28
- COCCn1nnnc1C(c1cccc(OC)c1OC)N1CCN(C2CCCCC2)CC1 (stereo not drawn)
→ -30 | 47
- Cc1c(Cl)cccc1NC(=O)CN1CCN(CCO)CC1
→ 20 | 16
- CC(C)OC(=O)c1c(F)c(F)c(N2CCOCC2)c(F)c1F
→ 36 | 27
- C=CCN(CC(=O)NCc1ccccc1)C(=O)c1csnn1
→ -2 | 37
- CCOC(=O)N1CCN(c2c(NCc3ccc(Cl)cc3)c(=O)c2=O)CC1
→ -10 | 45
- CCOc1ccccc1Oc1cn[nH]c1-c1ccc(OC)cc1O
→ 18 | 30
- C=CCSc1ncccc1C(=O)NCc1ccc(C)cc1
→ 26 | 32
- COc1ccc(N(C)S(=O)(=O)c2cccc(C(=O)Nc3ccc(-n4cnnn4)cc3)c2)cc1
→ -16 | 37
- Cc1onc(-c2ccccc2Cl)c1C(=O)NCc1cccs1
→ 5 | 33
- O=[N+]([O-])c1ccc([C@H](O)[C@H](CO)N=Cc2ccccc2O)cc1
→ 2 | 23
- CCOC(=O)C1CCCN(c2c(Nc3ccc(OCC)cc3)c(=O)c2=O)C1 (stereo not drawn)
→ -13 | 46
- COc1cc(NC(=O)CCc2c(C)nc3nc(C)nn3c2C)cc(OC)c1
→ 0 | 32
- CN=C(Nc1cc(C)nn1-c1ccccc1)c1ccccc1
→ -32 | 24
- O=C(Nc1ccc(NC(=O)C2CC2)nc1)c1cccs1
→ 29 | 24
- CSc1ccccc1N=CC1=C(O)CC(C)(C)CC1=O
→ -56 | 33
- CCCCNC(=O)CS(=O)Cc1nc(-c2ccc(C)cc2)oc1C (stereo not drawn)
→ -38 | 65
- COc1ccc(OCC(O)CNC(=O)c2ccc(Br)cc2)cc1 (stereo not drawn)
→ 28 | 14
- O=C(Cn1ccc2ccccc2c1=O)Nc1ccc2c(c1)OCO2
→ -14 | 50
- CC(NC(=O)CN1CCCC1)C12CC3CC(CC(C3)C1)C2 (stereo not drawn)
→ -16 | 44
- CCc1nn(CC(=O)NCCCN(Cc2ccccc2)C(C)C)c(=O)c2cc3sccc3n12
→ 1 | 18
- CC1CCC(N2CCN(c3ncccn3)CC2)CC1 (stereo not drawn)
→ 5 | 17
- N#C/C(=C\c1ccc(Sc2nc3ccccc3[nH]2)o1)c1ccccc1
→ 32 | 12
- CCOC(=O)N1CCN(C(=O)Nc2ccc(Cl)cc2Cl)CC1
→ -21 | 21
- N#Cc1cc(C#N)c(N2CCN(c3ccccn3)CC2)nc1N
→ -8 | 42
- CCN1CCN(c2oc(-c3ccc(OC)cc3)nc2C#N)CC1
→ -14 | 23
- CCOC(=O)Cc1[nH]nc2c1C(c1cc(OC)ccc1OC)C(C#N)=C(N)O2 (stereo not drawn)
→ 36 | 22
- CCc1nn(-c2ccccc2)c(N)c1-c1ccc(OC)c(OC)c1
→ 18 | 23
- Cc1ccc(NC(=O)C2CC(c3ccc(F)cc3)=NO2)cc1 (stereo not drawn)
→ 0 | 35
- Cc1cccn2cc(CNS(=O)(=O)c3cccc(F)c3)nc12
→ 38 | 26
- O=C(Nc1ccc(Cl)c(Cl)c1)N(CCCN1CCOCC1)Cc1cccs1
→ 8 | 38
- CN(C)S(=O)(=O)n1cnc(-c2ccccc2)c1-c1ccccc1
→ 0 | 17
- CCCCN1C(=O)CN(CCc2ccccc2)C(=O)C1c1ccc(OC)cc1 (stereo not drawn)
→ 19 | 18
- OC(COc1ccc2c(c1)CCC2)CN1CCN(c2cccc(Cl)c2)CC1 (stereo not drawn)
→ -17 | 23
- CCCSc1cc(N2CCCC2)nc(-c2ccccc2)n1
→ -51 | 51
- Cc1cccc(C)c1NC(=O)Cn1c(CN2CCCCC2)nc2ccccc2c1=O
→ 36 | 11
- CCOc1ccc(N(CC(=O)NC2CCCC2)S(=O)(=O)c2c(C)[nH]c(=O)[nH]c2=O)cc1
→ -43 | 44
- COc1cccc2c(=O)n(CC(=O)N3CCCCCC3)ccc12
→ -22 | 41
